Source: PubChem BioAssay
Fh CTSL1 inh: counter-screen for PFM18AAP inhibitors: inhibitors of F. hepatica cathepsin L1; recombinant F. hepatica cathepsin L1, Z-Leu-Arg-MCA fluorescence; inhibition, % at 5.96 µM; hit rate 0.49% among 300,000;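 active = inhibition above the mean of all tested compounds plus 3 SD, set per screening campaign, cut at about 17% in these data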;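 note: 0% = plate median of test compound wells and 100% = 1 µM Z-Phe-Ala-diazomethylketone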
TPT1 inhibitor: C. albicans TPT1 enzyme inhibition; recombinant caTPT1, FP RNA substrate dephosphorylation; inhibition, % at 5 µM; hit rate 0.81% among 300,000; AID 1962;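 active = inhibition above the mean of all tested compounds plus 3 SD, set per screening campaign, cut at about 24% in these data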;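 note: plate controls were DMSO alone for no effect and ferristatin control at 100 nM for full effect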
proCasp3 act: activates human procaspase-3; recombinant procaspase-3 D3A, Ac-DEVD-pNA absorbance 405 nm; activation, % at 8.5 µM; hit rate 0.11% among 330,000;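 active = activation above the mean of all tested compounds plus 3 SD, cut at about 21% in these data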;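 note: 0% = DMSO alone and 100% = DMSO wells spiked with extra 5 µM PC-3 D3A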
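Assay system: Autoprocessing-dead procaspase-3 D3A mutant enzyme; also added: Ac-DEVD-pNA; doses: one concentration, 8.5 µM nominal, 0.8% DMSO; times: 1 h compound preincubation, 2 h substrate hydrolysis at 25 °C; technique: 405 nm absorbance of p-nitroaniline, reads at 0 and 120 min; measure: % activation between DMSO and enzyme-spiked controls; repeats: single replicate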
procasp7 counter: counter-screen: procaspase-7 (human) activation; P55210; recombinant procaspase-7, Ac-DEVD-pNA absorbance 405 nm; D23A/D198A/D206A triple mutant, cannot self-cleave; scale: DMSO 0, 5 µM enzyme 100; activation, % at 8.5 µM; hit rate 0.093% among 330,000; AID 463210;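 active = percent activation above the screen-wide mean plus 3 SD, cut at about 25% in these data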
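Assay system: Uncleavable procaspase-7 mutant enzyme; Input: 2 µM procaspase-7 mutant as dispensed; Also added: DEVD-pNA substrate; Medium: Zinc-free HEPES pH 7.4 with 300 mM NaCl, 0.01% Triton X-100; Timing: 1 h compound preincubation, 2 h substrate cleavage, 25 °C; Measured by: Epi-absorbance of released pNA at 405 nm, two timepoints.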
PAFAH2 inh: inhibitors of human PAFAH2; hit rate 0.99% among 340,000; recombinant PAFAH2, FP-rhodamine activity probe, fluorescence polarization; Q99487; inhibition, % at 3.39 µM;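 active = inhibition above the mean over all tested compounds plus 3 SD, cut at about 30% in these data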;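 note: inhibitors block probe labeling of enzyme so polarization drops; 0% = enzyme with DMSO and 100% = wells lacking PAFAH2 protein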
HCV core dimer: blocks dimerization of HCV core protein. AID 1899. TR-FRET GST/Flag-core106 dimerization, 1536-well. hit rate 0.33% among 300,000. inhibition, % at 5 µM;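 active = inhibition above the mean of all tested compounds plus 3 SD, set per screening campaign, cut at about 45% in these data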
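Assay system: tagged HCV core106 pair (GST and Flag); medium: KF-containing HEPES buffer, pH 7.45, DTT, CHAPS, BSA; also added: Eu donor and XL665 acceptor anti-tag antibodies; dosing: 5 µM single dose; timing: compound-protein-antibody incubation 4 h at 22.5 °C; signal: TR-FRET 671 and 617 nm emission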
PP1 inh: counter-screen for PP5 inhibitors: inhibitors of human PP1-alpha. P62136. purified PP1alpha, OMFP fluorescence. inhibition, % at 6.7 µM. hit rate 0.9% among 320,000. AID 2235;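 active = inhibition above the mean inhibition of all tested compounds plus 3 SD, computed separately for each screening campaign, cut at about 15% in these data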
AHR activator: activators of human aryl hydrocarbon receptor. hit rate 2.5% among 320,000. P35869. AHR-responsive luciferase reporter cells, luminescence. activation, % at 5 µM. AID 2796; in the data active = activation above about 47%;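 note: 0% = vehicle wells and 100% = reference agonist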
Target sequence (P35869 whole entry, looked up): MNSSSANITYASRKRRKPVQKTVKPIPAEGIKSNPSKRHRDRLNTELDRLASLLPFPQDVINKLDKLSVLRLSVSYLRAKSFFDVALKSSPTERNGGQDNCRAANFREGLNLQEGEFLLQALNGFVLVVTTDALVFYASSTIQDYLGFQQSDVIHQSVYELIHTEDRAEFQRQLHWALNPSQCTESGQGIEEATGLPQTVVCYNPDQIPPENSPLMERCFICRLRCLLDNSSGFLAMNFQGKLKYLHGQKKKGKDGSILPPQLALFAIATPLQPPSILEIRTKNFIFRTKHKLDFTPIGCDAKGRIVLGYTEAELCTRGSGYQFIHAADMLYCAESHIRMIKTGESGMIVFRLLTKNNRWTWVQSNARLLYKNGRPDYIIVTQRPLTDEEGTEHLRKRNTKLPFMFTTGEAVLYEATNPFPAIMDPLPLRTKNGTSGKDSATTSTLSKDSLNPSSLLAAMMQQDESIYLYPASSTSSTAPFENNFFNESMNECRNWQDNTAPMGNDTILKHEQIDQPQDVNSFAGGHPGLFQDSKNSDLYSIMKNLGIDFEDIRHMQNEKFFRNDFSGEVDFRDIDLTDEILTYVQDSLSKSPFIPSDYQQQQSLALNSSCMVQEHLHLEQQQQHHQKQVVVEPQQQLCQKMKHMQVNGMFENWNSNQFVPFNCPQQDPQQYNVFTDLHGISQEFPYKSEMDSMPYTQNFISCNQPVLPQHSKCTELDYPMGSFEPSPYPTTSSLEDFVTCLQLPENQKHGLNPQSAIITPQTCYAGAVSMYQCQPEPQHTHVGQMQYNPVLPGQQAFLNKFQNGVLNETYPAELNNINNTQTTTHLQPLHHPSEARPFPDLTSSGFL
PP5 primary: blocks human protein phosphatase 5 activity; P53041; purified PP5c, OMFP substrate fluorescence; inhibition, % at 6.7 µM; hit rate 0.18% among 320,000;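 active = inhibition above the campaign's mean inhibition across all tested compounds plus 3 SD, cut at about 9.5% in these data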;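 note: 0% = DMSO only and 100% = 100 µM cantharidin control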
The depositor's hits bear a star; nt = no result given.

SMILES	Fh CTSL1 inh	TPT1 inhibitor	proCasp3 act	procasp7 counter	PAFAH2 inh	HCV core dimer	PP1 inh	AHR activator	PP5 primary
CC1(c2nnc(Cc3ccccc3)o2)CC(c2cccc(F)c2)=NO1 (stereo not drawn)	1	-3	6	2	3	-16	2	1	2.1
S=C(NCCc1ccccc1)Nc1ccc(N2CCCCC2)cc1	-5	0	2	5	-7	7	6	3	3.4
Nc1nnc(Sc2ccc(Cl)cc2[N+](=O)[O-])s1	-1	2	0	-4	1	0	-5	1	0.5
CC(=O)Nc1cccc(N=NN2CCOCC2)c1	-1	-3	-6	-6	nt	-4	-5	3	-0.2
Cc1cc(S(=O)(=O)N(Cc2ccc(C(C)C)cc2)CC2CCCO2)ccc1-n1cnnn1 (stereo not drawn)	5	2	-2	-8	3	6	4	1	3.4
Cc1c(C(C)CCCO)oc(=O)c2c1Oc1c(C)c(C(C)C[C@@H](C)O)oc(=O)c1C2 (stereo partly drawn)	nt	nt	1	0	-4	nt	-1	-1	0.4
CC12CCC(c3n[nH]c(=S)nc31)C2(C)C (stereo not drawn)	-2	1	-16	-24	-5	-8	-9	-1	2.4
O=C(/C=C/c1ccco1)NC(=S)Nc1ccc(Cl)cn1	0	3	-4	-15	7	20	0	2	1.7
COc1ccc(CN2CCNC(=O)C2CC(=O)NCc2cn3ccc(C)cc3n2)c(OC)c1 (stereo not drawn)	1	-3	-3	15	-3	16	-2	-2	-3.4
Cc1ccc(C(=O)N2CCN(c3ccc([N+](=O)[O-])c(N4CCOCC4)c3)CC2)cc1	0	2	-7	-5	-6	2	4	2	1.7
CCc1nnc(N/N=C/c2ccccc2F)n1N	1	1	-13	-12	-2	-5	-2	31	-1.6
COc1cc(NC(=O)C2CCN(S(=O)(=O)c3ccc4[nH]c(=O)oc4c3)CC2)cc(OC)c1	0	-6	1	6	-3	-9	5	2	3.7
CC(=O)c1cccc(NC(=O)/C=C/c2ccc(S(=O)(=O)N3CCOCC3)cc2)c1	nt	nt	-4	17	-2	nt	nt	9	nt
CC1(C)CC(=O)C2=C(C1)N(Cc1cccnc1)C(=O)C2(NC(=O)c1cccnc1)C(F)(F)F (stereo not drawn)	0	-6	7	1	-4	2	-1	5	-0.4
Cc1cccc(OCC(=O)NCC(=O)N/N=C/c2ccc(N(C)C)cc2)c1	4	-4	7	3	-11	-3	0	3	0.6
CC(C)(C)n1ncc2c(=O)n(CC(=O)Nc3ccc4c(c3)OCO4)cnc21	1	-4	0	4	-7	-4	0	1	-0.4
NC1=NC[C@@H](Cc2ccc(O)cc2)N1CCCCC1CCCCC1	-2	1	5	2	-3	-7	3	0	0.2
Clc1ccc2nc(CN3CCCCCC3)cn2c1	-2	-1	5	10	5	1	-6	1	0.0
CCS(=O)(=O)N1CCCC(C(=O)NCc2ccc3c(c2)OCO3)C1 (stereo not drawn)	1	-2	2	19	0	1	-1	-1	-0.6
Cc1ccc(CS(=O)(=O)CCC(=O)NCC2CCCO2)cc1 (stereo not drawn)	2	-4	8	11	4	-7	-4	-5	4.3
COc1ccc(S(=O)(=O)Nc2noc3ccccc23)cc1	1	0	0	-8	1	-11	-4	8	3.0
Cc1nnc(SCC(=O)N(C2CCCCC2)C2CCS(=O)(=O)C2)n1C (stereo not drawn)	nt	nt	5	2	3	nt	-4	0	1.6
CC(C)(C)C(=O)CN1C(=O)NC(c2ccccc2)(c2ccccc2)C1=O	2	-3	5	13	-4	4	3	-1	-0.1
COc1ccccc1Oc1ccc(S(=O)(=O)Nc2cccnc2)cc1	-2	-1	-5	16	4	1	1	0	-0.8
CCOc1ccc(Cn2ccnc2)cc1[N+](=O)[O-]	1	0	2	19	6	0	0	64*	0.9
O=C(COC(=O)c1ccc(F)cc1Cl)NC1CCCCCCC1	nt	nt	9	5	86*	nt	nt	0	nt
COc1ccc(NC(=O)CN(C)C(=O)C23CC4CC(CC(C4)C2)C3)cc1	-1	2	6	2	-3	2	-5	5	0.1
O=C(NN1C(=O)/C(=C/c2cccs2)SC1=S)c1ccncc1	1	0	-9	-15	3	-1	0	-1	0.2
O=C(NNc1ccc(-c2csnn2)cc1)c1cc(Cl)cc(Cl)c1	2	-1	-4	-14	nt	1	1	4	0.9
CNCCCc1[nH]nc(N)c1C#N	-1	1	0	12	4	-5	-2	-2	2.1
Cc1c(N(C)C)c(=O)n(-c2ccccc2)n1C	nt	nt	8	8	-2	nt	0	-2	-0.3
Cc1ccc(C(=O)N2CCN(S(=O)(=O)c3ccccc3)CC2)cc1	3	-6	-5	2	5	-2	-1	0	-3.4
CCOC(=O)c1c(-c2ccccc2)csc1NC(=O)c1cc(S(=O)(=O)N2CCOCC2)ccc1C	-4	4	-7	1	-2	9	-1	2	4.0
O=C1c2ccccc2C(=O)N1CC1c2ccccc2CCN1S(=O)(=O)c1ccccc1 (stereo not drawn)	-2	-2	6	9	-6	15	1	10	1.9
O=C(O)CSc1nc(-c2ccccc2)c(-c2ccccc2)[nH]1	-8	-1	-1	-2	-5	1	2	1	0.1
Cc1cc(NC(=O)COC(=O)C2CC2)ccc1Br	nt	nt	4	3	77*	nt	-2	2	4.5
CCn1nc(C)c(NC(=O)c2cnn3c(C(F)F)cc(-c4ccccc4)nc23)c1C	1	-1	-6	-1	-3	1	-1	-2	3.2
COc1ccc2[nH]c(=O)c(-c3noc(-c4ccccc4)n3)cc2c1	-1	1	-11	-7	17	-2	9	25	0.5
CCN(CC)S(=O)(=O)c1ccc(C)c(C(=O)Oc2cccc(-c3cnc4ccccc4n3)c2)c1	-1	0	-2	-7	-13	0	-4	-3	2.0
COc1ccccc1N1C(=O)N(CC(=O)C(C)(C)C)c2ccccc2S1(=O)=O	-8	-5	5	-1	5	-5	1	4	1.8
COc1nsnc1NS(=O)(=O)c1ccc(NC(=S)NC(=O)c2ccncc2)cc1	7	-3	4	-4	-3	-2	0	1	-0.9
CCOC(=O)c1c(NC(=O)CC2Nc3ccccc3NC2=O)sc(C)c1C (stereo not drawn)	2	7	-7	6	1	9	-2	9	6.1
CCn1cc(S(=O)(=O)NC(C)c2cc(OC)ccc2OC)cn1 (stereo not drawn)	-1	0	-5	6	0	-1	-4	-2	2.2
CC(c1ccon1)N(C)C(=O)c1ccc2nc(Cc3cccc(Cl)c3)oc2c1 (stereo not drawn)	-2	0	3	16	2	0	-3	1	2.5
CCOc1ccc(-c2nc(CN3CCCCC3CCn3cccn3)c(C)o2)cc1 (stereo not drawn)	12	-1	6	0	-3	-1	-3	8	3.8
CNC(=O)c1ccccc1NC(=O)C1CC(=O)N(c2ccc(OC)cc2)C1 (stereo not drawn)	-4	1	-3	4	2	-2	8	0	-2.0
COc1ccc(C(OCC(O)CNC(C)c2ccccc2)c2ccc(OC)cc2)cc1 (stereo not drawn)	-1	-2	8	-3	19	3	2	0	2.1
CCOC(=O)/C(=N\Nc1ccccc1Cl)N1CCN(Cc2ccccc2)CC1	4	3	3	-1	-7	-7	-1	1	-0.9
Cc1cc(C(=O)OC(C)C(=O)NC2CCCCC2)c(C)o1 (stereo not drawn)	nt	nt	1	5	-12	nt	-1	0	0.0
Cc1ccc(-n2cnc3c(sc4nccc(N(C)C)c43)c2=O)cc1	-2	1	-1	5	0	5	0	5	1.1
Cc1cccc(NC(=O)C2CCN(S(=O)(=O)c3ccc4c(c3)OCCO4)CC2)n1	1	0	8	-6	3	1	-3	4	0.3
COc1cc(S(=O)(=O)Nc2ccncc2)ccc1F	9	-3	-5	-1	6	8	-3	-1	0.1
O=C(O)CN=CC1=C(O)CC(c2ccccc2)CC1=O (stereo not drawn)	-2	0	-3	-16	-2	-13	-14	1	1.8
Cc1cc(C(=O)N2CCCC(CNS(=O)(=O)c3cccs3)C2)nn1C (stereo not drawn)	-1	0	-4	4	7	0	6	1	2.4
COc1ccc(C(c2oc(CO)cc(=O)c2O)c2oc(CO)cc(=O)c2O)cc1	-1	4	2	-5	6	-1	-4	-3	0.5
O=C(NCCN1CCOCC1)c1cc2n(n1)C(C(F)(F)F)CC(c1ccc(F)cc1)N2 (stereo not drawn)	-1	-3	0	-4	-3	1	-4	2	1.7

Two compounds drawn at random from the list so far, as already listed:
SMILES	Fh CTSL1 inh	TPT1 inhibitor	proCasp3 act	procasp7 counter	PAFAH2 inh	HCV core dimer	PP1 inh	AHR activator	PP5 primary
O=C(NCCN1CCOCC1)c1cc2n(n1)C(C(F)(F)F)CC(c1ccc(F)cc1)N2 (stereo not drawn)	-1	-3	0	-4	-3	1	-4	2	1.7
O=C(O)CN=CC1=C(O)CC(c2ccccc2)CC1=O (stereo not drawn)	-2	0	-3	-16	-2	-13	-14	1	1.8

Structures shown so far that contain fluorine:
SMILES	Fh CTSL1 inh	TPT1 inhibitor	proCasp3 act	procasp7 counter	PAFAH2 inh	HCV core dimer	PP1 inh	AHR activator	PP5 primary
CC1(c2nnc(Cc3ccccc3)o2)CC(c2cccc(F)c2)=NO1 (stereo not drawn)	1	-3	6	2	3	-16	2	1	2.1
CCc1nnc(N/N=C/c2ccccc2F)n1N	1	1	-13	-12	-2	-5	-2	31	-1.6
CC1(C)CC(=O)C2=C(C1)N(Cc1cccnc1)C(=O)C2(NC(=O)c1cccnc1)C(F)(F)F (stereo not drawn)	0	-6	7	1	-4	2	-1	5	-0.4
O=C(COC(=O)c1ccc(F)cc1Cl)NC1CCCCCCC1	nt	nt	9	5	86*	nt	nt	0	nt
CCn1nc(C)c(NC(=O)c2cnn3c(C(F)F)cc(-c4ccccc4)nc23)c1C	1	-1	-6	-1	-3	1	-1	-2	3.2
COc1cc(S(=O)(=O)Nc2ccncc2)ccc1F	9	-3	-5	-1	6	8	-3	-1	0.1
O=C(NCCN1CCOCC1)c1cc2n(n1)C(C(F)(F)F)CC(c1ccc(F)cc1)N2 (stereo not drawn)	-1	-3	0	-4	-3	1	-4	2	1.7
